# Bioassay records: PubChem BioAssay, National Center for Advancing Translational Sciences (NCATS)
# Menin MLL FP TR: menin-MLL binding inhibition, Texas Red mutant peptide | Menin + Texas Red MLL mutant peptide, fluorescence polarization | Potency, µM (series often up to 61.6 µM), for the others: top-dose FP activity change, negative = inhibition, actives largely listed as inhibitors | hit rate 0.23% among 270,000; active = well fitted inhibition curve with a large enough effect in the polarisation, with a control signal flat, not every such curve was filed as active; inconclusive = small, poorly fitted or top-dose-only effect, or effect the other way, or a change in a side signal; inactive = no such curve, though single readings can be large or run the other way; the % refers to the polarisation; note: potency is the fitted concentration of half-maximal effect; % of control where 0% means no effect; many of its hits are not listed in these tables
# NPC1 prom act: NPC1 promoter activation. Huh7 NPC1 promoter luciferase reporter, 24 h. Potency, µM (doses to about 9.22 µM), for the others: top-dose activation, actives largely listed as activators. hit rate 2.4% among 320,000. AID 485313;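 note: potency is the fitted concentration of half-maximal effect; % of control where 0% means no effect; nearly all actives have a fitted effect of over 60% in size; reporter is driven by a mutant NPC1 promoter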
#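 Luminescence read-out of NPC1 promoter-driven luciferase in stably transfected Huh7 cells; compounds delivered in DMSO and left 24 h at 37C, 5% CO2, qHTS titration format.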
# BRCA1 expr act: BRCA1 expression activation; Potency, µM (series often up to 46.1 µM), inactives show at the top dose activation, most hits filed as activators; AID 624202; MCF7-BRCA1-FFLuc reporter, luminescence, 48 h; response scale: scaled: vehicle 0%, 10 µM genistein 100%; hit rate 1.1% among 380,000; note: potency is the fitted concentration of half-maximal effect; nearly all actives have a fitted effect of over 80% in size; some results filed as inactive show a strong effect at the top dose
#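 Using MCF7 cells harboring a BRCA1 firefly luciferase reporter, plated 2 h before compound pinning, the screen measured luminescence after 48 h incubation. Responses were normalized to DMSO and 10 microM genistein, then fitted for concentration-effect.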
# Rab9 promoter act: activates the Rab9 promoter | Huh7 Rab9 promoter-luciferase reporter, luminescence, 24 h | Potency, µM (series often up to 9.22 µM), for inactives: at the top dose activation, negative = inhibition, hits mostly activators | hit rate 2.8% among 320,000 | AID 485297; note: potency is the fitted concentration of half-maximal effect; % of control where 0% means no effect; nearly all actives have a fitted effect of over 60% in size
#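 Huh7 cells stably carrying Rab9 promoter–luciferase reporter, plated 1500 cells/well, compound added after 2 h and incubated 24 h at 37 °C; luciferase luminescence then read after 10 min with detection reagent.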
# Gal4-VP16 FLuc: Gal4-VP16 reporter inhibition counter-screen; Drosophila S2 Gal4-VP16 UAS-luciferase, luminescence, 20 h; Potency, µM (doses to about 53.6 µM), without a hit: at the top dose activity, negative = inhibition, actives largely listed as inhibitors; hit rate 3.5% among 310,000; AID 2546;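 note: Gal4-VP16 expression switched on by copper sulfate through the metallothionein promoter; potency is the fitted concentration of half-maximal effect; % is set by controls: 0 for no effect and ±100 for the full control effect; nearly all actives have a fitted effect of over 50% in size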
# ELG1 genotox: genotoxicity induction in ELG1-luciferase HEK293T cells. hit rate 1.3% among 330,000. HEK293T ELG1-luciferase reporter, luminescence, 16 h. Potency, µM (series often up to 46 µM), for the others: at the highest dose activity change, positive = activation, usual class: activators; note: potency is the fitted concentration of half-maximal effect; % of control where 0% means no effect; nearly all actives have a fitted effect of over 60% in size
#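 Genotoxic stress is detected as increased luminescence from luciferase-tagged ELG1 in HEK293T cells, measured with ONE-Glo after a 16 hr treatment at 37 °C.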
# Giardia killer: Giardia lamblia killing. activity change, % at 7.66 µM, hits read low. Giardia lamblia trophozoite viability. hit rate 0.15% among 340,000; in the data active = activity change below about -80%; inconclusive = between about -30% and that limit;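 note: parasites exposed to compound for two days anaerobically before the ATP read; % is set by controls: 0 for no effect and ±100 for the full control effect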
#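 Trophozoite viability was measured as ATP-dependent luminescence, read 15-30 min after reagent addition. Before that, parasites at 100 cells/well were exposed to compounds for 48 h, anaerobically, at 37 deg C.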
# p53 reactivator: re-activators of mutant p53. Potency, µM (series often up to 92.2 µM), for inactives: at the top dose activity change, positive = activation, usual class: activators. hit rate 0.063% among 320,000. H1299 p53-A138V BP100-luciferase reporter, luminescence, 24 h; note: potency is the fitted concentration of half-maximal effect; % of control where 0% means no effect; nearly all actives have a fitted effect of over 45% in size
#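 p53-null H1299 cells stably carrying temperature-sensitive p53-A138V and a BP100-luciferase reporter were pinned with compounds (4-point, 1:5 series) and held 24 hrs at 37 deg C. Luminescence was read 10 min after detection reagent.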
# FLuc modulator: inhibits or activates purified firefly luciferase, miR-21 counter-screen; Potency, µM (highest dose often 57.5 µM), without a hit: at the highest dose activity change, negative = inhibition, hits mostly inhibitors; AID 588342; P08659; purified FLuc, Km substrates, luminescence inhibition; hit rate 6.9% among 360,000;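 note: potency is the fitted concentration of half-maximal effect; plate controls were vehicle for no effect and reference inhibitor for full effect; nearly all actives have a fitted effect of over 55% in size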
# Target sequence (P08659 whole entry, looked up): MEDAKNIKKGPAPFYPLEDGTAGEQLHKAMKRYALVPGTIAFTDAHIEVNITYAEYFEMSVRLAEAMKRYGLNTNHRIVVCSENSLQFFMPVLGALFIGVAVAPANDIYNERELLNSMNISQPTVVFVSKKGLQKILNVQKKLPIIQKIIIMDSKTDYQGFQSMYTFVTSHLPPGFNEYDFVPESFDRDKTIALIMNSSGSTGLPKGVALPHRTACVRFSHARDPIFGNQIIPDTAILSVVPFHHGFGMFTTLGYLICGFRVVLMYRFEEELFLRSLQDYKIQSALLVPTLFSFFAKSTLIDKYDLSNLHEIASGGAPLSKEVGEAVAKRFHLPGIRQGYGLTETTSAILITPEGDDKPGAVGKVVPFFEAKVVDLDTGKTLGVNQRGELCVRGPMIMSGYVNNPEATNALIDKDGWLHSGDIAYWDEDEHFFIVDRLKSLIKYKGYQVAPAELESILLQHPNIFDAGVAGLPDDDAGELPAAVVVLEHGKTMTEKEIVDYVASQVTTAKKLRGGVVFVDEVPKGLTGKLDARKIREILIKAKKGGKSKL
#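 Purified P. pyralis luciferase, 10 nM final, with Km-level 10 uM D-luciferin and 10 uM ATP in 50 mM Tris acetate pH 7.5, 10 mM Mg acetate, 0.01% Tween-20, 0.05% BSA; 6-point qHTS titration about 60 µM downward; luminescence read.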
# RORgamma inh: blocks mouse ROR gamma transcriptional activity; P51450; Drosophila S2 Gal4-RORgamma UAS-luciferase reporter, 20 h; Potency, µM (titrated, usually from 53.6 µM), for the others: at the highest dose activity change, negative = inhibition, hits mostly inhibitors; hit rate 5.4% among 310,000; AID 2551; note: potency is the fitted concentration of half-maximal effect; % is set by controls: 0 for no effect and ±100 for the full control effect; nearly all actives have a fitted effect of over 60% in size
# Target sequence (P51450 whole entry, looked up, the tested form may be a part): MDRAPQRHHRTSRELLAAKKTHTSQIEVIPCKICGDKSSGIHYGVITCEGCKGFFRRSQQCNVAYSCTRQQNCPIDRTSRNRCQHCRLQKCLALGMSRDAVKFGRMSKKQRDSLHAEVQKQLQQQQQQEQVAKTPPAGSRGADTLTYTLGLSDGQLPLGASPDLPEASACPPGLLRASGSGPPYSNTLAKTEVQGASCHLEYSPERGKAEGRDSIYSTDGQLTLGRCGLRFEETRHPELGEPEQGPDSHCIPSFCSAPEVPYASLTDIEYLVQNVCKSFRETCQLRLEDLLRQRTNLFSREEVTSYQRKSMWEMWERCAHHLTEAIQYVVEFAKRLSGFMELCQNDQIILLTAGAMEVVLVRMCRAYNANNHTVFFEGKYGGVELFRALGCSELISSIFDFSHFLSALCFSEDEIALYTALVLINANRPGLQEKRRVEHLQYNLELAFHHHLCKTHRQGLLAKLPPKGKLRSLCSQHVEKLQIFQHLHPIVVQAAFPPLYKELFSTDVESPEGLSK
#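 Drosophila S2 cells stably expressing Gal4-DBD/mouse RORγ fusion under metallothionein promoter plus UAS-luciferase; compound 1 h, then 700 uM CuSO4 induction for 20 h at ambient temperature; inhibition read as reduced luminescence.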
# PKM2 act: PKM2 (human) enzyme activation | hit rate 0.34% among 260,000 | Potency, µM (doses to about 57.5 µM), for the others: at the top dose activation, hits mostly activators | purified PKM2, Kinase-Glo ATP luminescence, activation; response scale: 0% is enzyme alone, no compound | P14618; note: potency is the fitted concentration of half-maximal effect; % is set by controls: 0 for no effect and ±100 for the full control effect; nearly all actives have a fitted effect of over 55% in size
#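 Purified hPK-M2 (>95% pure) converted ADP (0.1 mM final) to ATP with 0.5 mM PEP in 50 mM imidazole pH7.2, KCl, MgCl2, Tween 20, BSA; 1 h at room temperature. ATP detected by Kinase-Glo luminescence.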
# Active calls of the source: *; ? = inconclusive; . = not tested or not shown; & = joins results of further samples; [ ] = another dose, or the depositor's remark. Unless noted, calls come from the whole dose curve; as a rule, active = well fitted curve in the direction sought with a large enough effect; inconclusive = small, poorly fitted or top-dose-only effect, or another doubt; inactive = no such curve, though single readings can be large; an effect the other way counts as inactive or inconclusive.
mol	Menin MLL FP TR	NPC1 prom act	BRCA1 expr act	Rab9 promoter act	Gal4-VP16 FLuc	ELG1 genotox	Giardia killer	p53 reactivator	FLuc modulator	RORgamma inh	PKM2 act
CC1(C)C(=O)OC(C(=O)c2ccc(Cl)cc2)C(C)(C)C1=O (configuration not stated)	-3.3%	0.3%	-5.8%	2.9%	-10.1%	1.5%	-19.9	-2.0%	-3.8%	23.2%	0.9%
CSc1nc2c(c(=O)n1C)SC(C)C2 (configuration not stated)	-19.9%	1.6%	-3.0%	-1.2%	19.1%	-5.8%	-7.1	-5.0%	1.3%	30.1%	3.5%
Nc1ccccc1C(=O)NCc1ccc(F)cc1	-10.1%	0.4%	5.6%	-1.5%	-14.4%	2.7%	-13.4	-0.5%	-1.0%	17.1%	-7.0%
O=C(OCc1nnc(-c2ccccc2)o1)c1cccnc1Cl	?	-2.8%	-1.6%	11.4%	9.8%	9.5%	1.6	6.5%	?	28.3%	-6.2%
CCOC(=O)C(=O)/C(=C\N(C)C)c1onc(-c2ccccc2)c1C(=O)OC	4.7%	-3.1%	-4.0%	-7.1%	5.2%	-2.3%	3.0	-0.1%	0.2%	29.8%	6.6%
COc1ccc(S(=O)(=O)/N=C2/NC(=O)/C(=C\c3ccco3)S2)cc1	?	-1.8%	-28.6%	1.4%	?	0.0%	14.3	0.6%	3.7%	-7.3%	13.9%
C=CCN(CC(O)c1cccc([N+](=O)[O-])c1)C(C)CCc1ccccc1 (configuration not stated)	.	-5.6%	0.0%	-0.6%	-5.9%	-6.3%	-1.0	1.4%	2.4%	4.0%	-2.4%
NNC(=O)c1csc(-c2cccc(C(F)(F)F)c2)n1	-10.2%	-1.3%	-24.1%	-2.5%	-0.9%	1.0%	13.0	-3.3%	-1.1%	?	-2.7%
CC(C(=O)Nc1nccs1)N1C(=O)C2CC=CCC2C1=O (configuration not stated)	15.9%	0.2%	8.0%	1.5%	-1.4%	?	6.8	14.1%	4.4%	-1.2%	8.4%
O=C(/C=C/c1cccs1)NC1CC1	-4.1%	6.9%	31.3%	17.9%	-0.1%	3.6%	-18.3	-0.3%	-18.4%	16.5%	-2.5%
Cc1cc(C)n(CCNS(=O)(=O)c2ccc(Cl)cc2)n1	.	-3.4%	-15.9%	-2.5%	-13.8%	0.0%	2.8	-1.0%	2.5%	12.2%	.
C=CCON/C(CCC)=C1\C(=O)CC(C)(C)CC1=NC	.	2.1%	-21.4%	-3.1%	10.2%	1.8%	-0.8	-6.6%	0.1%	1.5%	-5.2%
CC(C)(C)NC(=O)COc1ccc(CNn2nnnc2N)cc1	3.9%	-0.2%	7.1%	3.9%	3.5%	-1.7%	3.6	3.7%	4.7%	13.4%	-2.4%
COc1ccccc1C(=O)NCCC(=O)Nc1nc2ccccc2[nH]1	.	2.3%	-5.5%	-2.0%	.	23.1µM*	-9.5	6.0%	-14.4%	.	.
Cc1cc(C)n(-c2n[nH]c(C)c2[N+](=O)[O-])n1	9.9%	-1.6%	0.6%	0.1%	4.5%	0.3%	-3.9	0.2%	2.3%	-0.3%	3.1%
COc1cccc(C(=O)Oc2ccc3ccc(=O)oc3c2)c1	?	-5.8%	-28.5%	0.5%	-7.2%	3.4%	-21.3	-3.3%	5.36µM*	-5.6%	.
Cc1ccc(-c2csc(-c3c[nH]c4ccccc34)n2)c(C)c1	?	?	-60.8%	6.1%	-17.6%	2.4%	3.7	?	?	10.3%	-2.3%
CC(=O)N1CCN(CC(O)COc2ccc(S(=O)(=O)N3CCOCC3)cc2)CC1 (configuration not stated)	.	-4.2%	-8.7%	-1.2%	.	-0.3%	-2.0	-0.9%	7.4%	.	.
C=CCN1C(=O)c2ccc(C(=O)NCCOc3ccccc3F)cc2C1=O	.	12.3%	3.9%	15.8%	.	5.2%	-11.0	17.2%	?	.	.
O=C(Cc1cccs1)Nc1nnc(SCc2cccc3ccccc23)s1	?	-2.1%	14.6%	0.4%	-14.0%	2.4%	0.7	-12.4%	1.3%	-30.1%	-2.4%
Cc1cccc(NC(=O)c2cc([N+](=O)[O-])ccc2N2CCN(C)CC2)c1	17.2%	-7.3%	-16.6%	-3.1%	-3.7%	-0.5%	14.3	5.7%	-1.6%	-1.6%	-1.1%
C/C(=N\NC(=O)CCc1ccc(S(=O)(=O)N2CCOCC2)cc1)c1ccc(Br)cc1	10.1%	-7.2%	-3.2%	-3.7%	5.8%	0.3%	-18.4	-2.3%	5.5%	-11.5%	-0.1%
CCN(Cc1ccccc1)C(=O)C1CCC(CNc2c(N3CCOCC3)c(=O)c2=O)CC1 (configuration not stated)	10.3%	0.1%	0.0%	6.4%	-6.2%	1.2%	-15.2	1.0%	1.2%	-4.8%	-13.4%
COC(=O)c1cn(NC(=O)Cc2ccc(Cl)c(Cl)c2)c(=O)c2ccccc12	0.9%	-1.9%	1.1%	-4.8%	5.0%	1.2%	1.0	-5.5%	2.2%	-4.3%	7.4%
O=C(NNC1=NC2(CCCC2)Cc2ccccc21)c1ccncc1	-2.1%	3.4%	-29.1%	0.1%	-9.9%	-3.3%	-10.3	-3.7%	-4.1%	38.6%	-12.8%
COc1ccc(-c2nnc(SC(C)C(=O)Nc3c(C)n(C)n(-c4ccccc4)c3=O)o2)cc1 (configuration not stated)	10.5%	3.3%	-1.5%	4.0%	-3.6%	0.3%	-7.2	-5.8%	1.2%	14.7%	-7.2%
CCOC(=O)c1cccc(NC(=O)C2CCN(S(=O)(=O)c3cccs3)CC2)c1	11.3%	-3.3%	-72.2%	-2.6%	-1.0%	-20.5%	6.4	-2.8%	3.1%	40.4%	2.8%
CCOc1cccc(C(=O)Nc2ccc(N(CC)CC)cc2)c1	-11.9%	15.0%	-54.2%	7.3%	1.6%	?	-1.3	-0.9%	13.5µM*	16.7%	-0.2%
COc1ccc(O)c(-c2cc(-c3cccc(Br)c3)n[nH]2)c1	?	?	-68.2%[inhibitor]	?	?	20.6µM*	7.0	?	19µM*	?	-14.9%
COc1ccc(CN(C)C(=O)c2ccccc2OCc2c(C)noc2C)c(OC)c1	.	-4.6%	-17.3%	-0.6%	.	1.8%	-16.7	-16.8%	-0.4%	.	.
CCC(Sc1nc2cc(OC)c(OC)cc2c(=O)n1Cc1ccc(OC)cc1)C(=O)NCCOC (configuration not stated)	-6.5%	-5.7%	-1.6%	-8.1%	-1.9%	10.5%	-3.7	0.1%	-1.0%&4.2%	-1.3%	-5.0%
NS(=O)(=O)c1ccc(N/N=C2/CCCc3ccccc32)c([N+](=O)[O-])c1	?	-9.0%	-11.3%	-4.0%	-6.5%	1.6%	-6.4	-0.1%	2.7%	3.0%	1.0%
CCN(c1c(C)n(C)n(-c2ccccc2)c1=O)S(C)(=O)=O	-21.9%	-0.5%	-18.0%	1.9%	-11.9%	-1.6%	-2.9	16.2%	8.3%	-1.6%	2.7%
Fc1ccccc1NC(=S)Nn1cnnc1	.	6.1%	6.7%	3.7%	-1.8%	-1.7%	-2.0	-2.5%	-16.8%	-28.8%	-14.1%
CCOC(=O)NC(=O)CSc1nc(C)cc(C)c1C#N	-9.3%	2.51µM*	5.3%	1.58µM*	-8.1%	5.8µM*	-9.9	3.8%	?	?	10.8%
CCOc1cccc(C(=O)Nc2ccccc2OC(F)F)c1	?	3.0%	2.6%	5.5%	1.5%	1.9%	3.4	9.1%	-5.0%	11.1%	-6.6%
CCOc1cc(/C=N/O)ccc1OCC(=O)Nc1cccc(C)c1	-9.9%	4.2%	-37.3%	13.7%	-7.5%	8.1%	3.2	22.9%	?	-1.7%	-16.4%
CC(NC(=O)CC12CC3CC(CC(C3)C1)C2)C(=O)O (configuration not stated)	-9.1%	-3.6%	1.6%	-1.6%	-1.0%	1.0%	-14.5	2.4%	-1.1%	0.1%	-1.3%
C=CCOCC(O)CS(=O)(=O)Cc1ccc(Cl)cc1 (configuration not stated)	0.8%	-1.4%	-8.6%	0.8%	10.1%	1.3%	-0.4	-3.0%	-1.1%	-12.3%	-4.6%
CCC(=O)c1ccccc1OCCN1C(=O)NC(C)(C)C1=O	-3.7%	-0.3%	-0.2%	21.0%	1.1%	-2.9%	-9.3	-1.4%	1.8%	-11.2%	-4.6%

# An excerpt. The share of hits here may be higher or lower than overall.
